Screening data as filed in PubChem.
Kir21 block: inhibitors of mouse Kir2.1 inward-rectifier potassium channel; Inward rectifier potassium channel 2 (Mus musculus), P35561; HEK293-Kir2.1, FluxOR thallium flux fluorescence; stronger effect = lower value; B-score at 10 µM; 310,000 compounds, 0.85% hits;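 active means fluorescence ratio B-score at or below minus 3 SD of library scores, with starting-brightness B-score within 2 SD, cut at about -4.2 in these data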;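 further: channel flux triggered by added potassium and thallium sulfate stimulus; B-score of peak minus minimum fluorescence over baseline after thallium stimulus; more negative B-score means stronger Kir2.1 block with less thallium influx; some compounds called inactive have numbers as strong as hits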
KCNQ2 block: KCNQ2 potassium channel inhibitors, primary screen, cell-based, CHO-K1, FluxOR thallium flux, B-score (AID 2156); Potassium voltage-gated channel subfamily KQT member 2 (Rattus norvegicus), O88943; 20 min; stronger effect = lower value; B-score at 10 µM; 310,000 compounds, 1.1% hits;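 active means fluorescence ratio B-score at most minus 3 library SDs, with starting brightness B-score within 2 library SDs, cut at about -5.5 in these data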
Target sequence (O88943 whole entry, looked up): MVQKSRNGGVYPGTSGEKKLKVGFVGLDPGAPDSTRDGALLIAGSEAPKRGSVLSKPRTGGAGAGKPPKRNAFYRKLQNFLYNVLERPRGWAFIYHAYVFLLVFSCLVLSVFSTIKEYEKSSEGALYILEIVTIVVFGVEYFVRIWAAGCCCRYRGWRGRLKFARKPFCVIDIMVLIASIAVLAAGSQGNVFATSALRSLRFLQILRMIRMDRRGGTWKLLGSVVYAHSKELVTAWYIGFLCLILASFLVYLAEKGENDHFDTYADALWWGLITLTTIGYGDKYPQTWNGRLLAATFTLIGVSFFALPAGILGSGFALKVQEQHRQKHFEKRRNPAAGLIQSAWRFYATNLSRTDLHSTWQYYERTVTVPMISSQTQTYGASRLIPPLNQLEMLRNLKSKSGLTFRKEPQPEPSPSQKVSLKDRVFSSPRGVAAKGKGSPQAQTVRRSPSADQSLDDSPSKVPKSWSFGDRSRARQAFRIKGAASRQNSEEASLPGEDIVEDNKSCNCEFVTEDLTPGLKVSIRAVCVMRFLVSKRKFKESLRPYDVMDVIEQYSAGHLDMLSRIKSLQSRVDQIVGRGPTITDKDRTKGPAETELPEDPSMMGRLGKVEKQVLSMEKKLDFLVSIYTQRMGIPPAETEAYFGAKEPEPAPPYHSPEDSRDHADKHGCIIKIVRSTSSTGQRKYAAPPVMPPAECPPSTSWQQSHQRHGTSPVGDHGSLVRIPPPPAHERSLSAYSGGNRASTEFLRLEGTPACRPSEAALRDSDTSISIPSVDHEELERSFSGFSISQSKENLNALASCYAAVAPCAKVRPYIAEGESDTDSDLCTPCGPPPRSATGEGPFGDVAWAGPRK
The depositor's hits bear a star; i = inactive. Random draw from the library; about 1.8% have a hit in one of these screens.

Start of the data: the first 3 records, ahead of the listing:
SMILES	Kir21 block	KCNQ2 block
CC1(C)Cc2c(C#N)c(SCC(=O)c3ccccc3)nc(N3CCOCC3)c2CS1	-0.17	i
CCn1c(Cc2cccs2)nnc1SCC(=O)Nc1ccc(OC)c(OC)c1	0.69	i
Cc1ccc2c(c1C)NC(=O)CC(c1ccccc1O)=N2	-0.07	i

The listing, from the start:
SMILES	Kir21 block	KCNQ2 block
CC1(C)Cc2c(C#N)c(SCC(=O)c3ccccc3)nc(N3CCOCC3)c2CS1	-0.17	i
CCn1c(Cc2cccs2)nnc1SCC(=O)Nc1ccc(OC)c(OC)c1	0.69	i
Cc1ccc2c(c1C)NC(=O)CC(c1ccccc1O)=N2	-0.07	i
COc1ccc(-c2cc(-c3ccc(C)cc3)nc(SCc3nnc(-c4ccccc4)o3)c2C#N)cc1OC	-0.03	i
Cc1ccc(NC(=O)Nc2cnccn2)cc1Cl	-1.16	i
O=C(CSC1=NS(=O)(=O)c2cc(F)ccc2N1)Nc1ccccc1	-1.54	i
CC1CCN(C(=O)CSc2nncn2-c2ccccn2)CC1	0.02	i
CCN1C(=O)C(CC(=O)Nc2ccc(OC)cc2)N(CCCN2CCN(c3ccc(F)cc3)CC2)C1=S (stereo not given)	0.23	i
COc1cc2c(cc1OC)[C@@H]1Cc3ccc(OC)c(OC)c3CN1CC2	0.99	i
O=C(COC(=O)COc1ccc(Cl)cc1)Nc1ccc(N2CCOCC2)cc1	1.13	i
O=S(=O)(NCC1CCCO1)c1cccc2nsnc12 (stereo not given)	-0.98	i
COc1cc(C(CCN2CCCC(C)C2)c2c(OC)cc(OC)c3c2OC(=O)CC3c2ccc(N(C)C)cc2)cc(OC)c1OC (stereo not given)	-0.11	i
CCn1ncc(CNC(=O)CCSc2nc(-c3ccco3)cc(C(F)(F)F)n2)c1C	-1.61	i
COc1ccc(-n2cnc3cc(N)ccc32)cc1	0.58	i
Cc1nc2ccn(Cc3ccccc3)c(=O)c2cc1C(=O)N1CCN(c2ccccc2)CC1	0.44	i
O=C(Nc1cc(Sc2nc3ccccc3s2)cc([N+](=O)[O-])c1)c1ccccc1F	-0.02	-6.03*
CCC(C(=O)N1CCOCC1)n1c(C(=O)OC)cc2occc21 (stereo not given)	-0.89	i
CCN1C(=O)/C(=C\c2ccc(-c3ccc([N+](=O)[O-])cc3OC)o2)SC1=Nc1cccc(C(=O)O)c1	1.27	i
O=C1CCC(=O)N1c1ccc(-c2nc3ccccc3s2)cc1	1.14	i
Cc1ccc(NC(=O)CN(C)S(=O)(=O)c2cccc3cccnc23)c(C)c1	-0.46	i
COc1ccc([N+](=O)[O-])cc1NC(=O)C(C)OC(=O)Cn1[nH]c(=O)c2ccccc2c1=O (stereo not given)	0.94	i
CCCc1nnc(NC(=O)CCC(=O)N2CCN(C3CCCC3)CC2)s1	1.61	i
CC1(C)[C@@H](O)CC[C@]2(C)[C@H]3C(=O)C=C4[C@@H]5C[C@@](C)(C(=O)O)CC[C@]5(C)CC[C@@]4(C)[C@]3(C)CC[C@@H]12	1.27	i
CCOc1ccccc1NC(=O)CSc1nc(N)c(C#N)cc1C#N	-0.66	i
CC1CCCN(c2c3c(nc4ccccc24)CCCC3)C1 (stereo not given)	-2.47	i
COc1ccc(NC(=O)Cn2cnc3c(oc4nc5c(cc43)COC(C)(C)C5)c2=O)cc1	2.75	i
Cc1nnc(SCC(=O)Nc2nc(C(C)(C)C)cs2)s1	-1.23	i
S=C(NCC1CCCO1)Nc1cc(Cl)c(Cl)cc1Cl (stereo not given)	-1.4	i
Cc1nc(SCc2ccc(Cl)c(Cl)c2)n[nH]1	1.19	i
CCCCCCC1(C)NC(=S)N(c2ccccc2)N1 (stereo not given)	-0.9	i
CCOC(=O)C1(Cc2cccc(F)c2)CCN(C(=O)c2cnccn2)CC1	0.01	i
CC1(C)Cc2cccc(OCC(=O)NC3CC3)c2O1	-1.68	i
CCc1nc2c(oc3ccccc32)c(=O)[nH]1	0.45	i
COc1ccc(-c2cc(C(=O)N(C)Cc3cccc(OC)c3OC)c3ccccc3n2)cc1OC	1.64	i
NC(N)=NS(=O)(=O)c1ccc(NC(=S)NC(=O)/C=C/c2ccco2)cc1	0.18	i
CN(Cc1ccccc1)C(=O)c1ccccc1NC(=O)C1=CSCCO1	-0.78	i
Cc1ccc(Oc2ccc(C(F)(F)F)cc2[N+](=O)[O-])c([N+](=O)[O-])n1	-1.18	i
COc1ccc(C(=O)Nc2ccc(S(=O)(=O)N3CCN(C)CC3)cc2)cc1[N+](=O)[O-]	-0.01	i
COc1cccc2cc(C(=O)N3CCN(c4ccccc4F)CC3)c(=O)oc12	1.61	i
CCOc1ccc(NC(=O)C(=O)NCCN2CCN(S(=O)(=O)c3ccccc3)CC2)cc1	-1.79	i
CC1CN(S(=O)(=O)c2cccc(C(=O)NCc3ccc4c(c3)OCO4)c2)CC(C)O1 (stereo not given)	0.06	i
CN(C1=NS(=O)(=O)c2ccccc21)c1ccc(OC(=O)c2ccccc2)cc1	-0.46	i
Cc1cc(=O)oc2c(C)c(OCC(=O)NC3CCN(Cc4ccccc4)CC3)ccc12	-1.7	i
CCOC(=O)CC1CCCCN1Cc1cn(C)nc1-c1ccc2c(c1)OCCO2 (stereo not given)	1.73	i
CCOC(=O)C1=C(C)OC(N)=C(C#N)C1c1c(C)nn(-c2ccc(C)cc2)c1Cl (stereo not given)	-1.51	i
COC(=O)C1C(c2ccccc2)C=CC(c2ccccc2)C1C(=O)O (stereo not given)	0.87	i
CC(C)N(C(=O)Cn1cc(S(=O)(=O)CC(=O)NC2CCCCC2)c2ccccc21)C(C)C	1.04	i
CCOC(=O)/C(C#N)=C/c1c(N2CCN(CC)CC2)nc2c(C)cccn2c1=O	0.01	i
CCc1ccccc1NC(=S)N(Cc1ccc(OC)cc1)CC1CCC(C(=O)O)CC1 (stereo not given)	-0.14	i
O=C(c1ccc(-c2cc(Cl)ccc2Cl)o1)N1CCOCC1	-0.1	i
CC1CCN(S(=O)(=O)c2ccc(C(=O)NCc3ccco3)cc2)CC1	-0.91	i
CC(=O)CC(C)(C)NC(C)=S	-0.6	i
Cn1nnnc1SCC(=O)N1CCCCC1	-0.02	i
O=C(COC(=O)c1cncc(Br)c1)NCc1ccc(Cl)cc1	-1.11	i
COc1ccccc1N(CC1CO1)S(=O)(=O)c1ccccc1 (stereo not given)	-1.05	i
c1ccc(-c2nnc(-c3ccccn3)nn2)nc1	0.2	i
COc1ccc(NC(=O)CCc2nnc3ccc(N4CCC(C)CC4)nn23)cc1	-1.43	i
O=C(O)C[C@@H](CNC(=O)COc1ccc2ccc(=O)oc2c1)c1ccc(Cl)cc1	1.78	i
C#Cc1ccc([C@H]2C=C(C(=O)OCC=C)O[C@@H](OCC)[C@@H]2CCCO)cc1	-2.59	i
Cc1ccc(C)c(N(CC(=O)NCc2ccco2)C(=O)CCC(=O)Nc2nccs2)c1	-1.45	i

In another format: 3 of the compounds above
smiles | Kir21 block | KCNQ2 block
O=C(O)C[C@@H](CNC(=O)COc1ccc2ccc(=O)oc2c1)c1ccc(Cl)cc1 | 1.78 | i
C#Cc1ccc([C@H]2C=C(C(=O)OCC=C)O[C@@H](OCC)[C@@H]2CCCO)cc1 | -2.59 | i
Cc1ccc(C)c(N(CC(=O)NCc2ccco2)C(=O)CCC(=O)Nc2nccs2)c1 | -1.45 | i

(more compounds)
SMILES	Kir21 block	KCNQ2 block
CO/N=C/NC(=O)c1ccc([N+](=O)[O-])c(CS(=O)(=O)c2ccc(Cl)cc2)c1	-2.3	i
COc1cccc(C2=NOC(C(=O)N3CCN(c4ccccc4)CC3)C2)c1OC (stereo not given)	-0.01	i
O=c1[nH]c(C2CCCN(S(=O)(=O)c3ccccc3F)C2)nc2c1nnn2Cc1ccccc1Cl (stereo not given)	0.08	i
CCN(c1ccccc1)S(=O)(=O)c1cc(C(=O)Nc2ccc(Br)cc2)ccc1F	-0.79	-6.2*
CCOC(=O)CN1C(=O)C(=O)N(Cc2c(F)cccc2Cl)C1=O	-1.67	i
COCC(C)n1c(C)cc(C(=O)CSc2nc(C)c(C)c(C)n2)c1C (stereo not given)	0.04	i
COc1ccc(N/N=C(/Oc2ccc([N+](=O)[O-])cc2)C(C)=O)cc1	-1.56	i
CC(CCCN(C)C)C(Cc1ccccc1)c1ccccc1 (stereo not given)	-6.37*	i
CC1=C(C(=O)N2CCOCC2)C(c2cccs2)NC(=O)N1 (stereo not given)	0.33	i
Cc1nn(CC(O)Cn2c3c(c4ccccc42)CCN(C)C3=O)c(C)c1Br (stereo not given)	0.84	i
CNC(=S)NNC(=O)c1sccc1OCc1cccc(C(F)(F)F)c1	-0.07	i
O=c1[nH]c2cc3c(cc2cc1CN(Cc1ccco1)C(=S)NCCCN1CCOCC1)OCCO3	-1.61	i

Quoted from the listing.
In Kir21 block, `COCC(C)n1c(C)cc(C(=O)CSc2nc(C)c(C)c(C)n2)c1C` (stereo not given) shows 0.04
In Kir21 block, `Cc1nn(CC(O)Cn2c3c(c4ccccc42)CCN(C)C3=O)c(C)c1Br` (stereo not given) shows 0.84
In KCNQ2 block, `CCN(c1ccccc1)S(=O)(=O)c1cc(C(=O)Nc2ccc(Br)cc2)ccc1F` shows -6.2*

The main list resumes with the 2 entries that preceded the break.
SMILES	Kir21 block	KCNQ2 block
CNC(=S)NNC(=O)c1sccc1OCc1cccc(C(F)(F)F)c1	-0.07	i
O=c1[nH]c2cc3c(cc2cc1CN(Cc1ccco1)C(=S)NCCCN1CCOCC1)OCCO3	-1.61	i
Cc1ccc(NC(=O)CN(C)C(=O)/C=C/c2cccs2)cc1	-0.75	i
C/C=C/c1ccc(OCCCCN2CCN(CC)CC2)c(OC)c1	-1.58	i
CN(C)C(CNC(=O)c1cccc(S(=O)(=O)NCc2ccccc2)c1)c1ccco1 (stereo not given)	-0.39	i
CC1CCc2c(nc3nc[nH]n3c2=O)C1 (stereo not given)	1.08	i
COc1ccc(NS(=O)(=O)c2cccc(-c3n[nH]c(=S)n3Cc3ccccc3)c2)cc1	0.8	i
CCOCCCNC(=O)c1ccc(C2SCC(=O)N2Cc2ccccc2)cc1 (stereo not given)	-1.45	i
COCc1ccc(CN2CCC(C(=O)Nc3cccc(-c4cccc(Cl)c4)c3)CC2)o1	-3.44	i
CC(SCc1ccccc1)C(=O)N/N=C/c1cc2c(cc1Br)OCO2 (stereo not given)	1.4	i
COC(=O)c1ccc(-n2c(C)cc(C(=O)COC(=O)CNS(=O)(=O)c3ccc(C)cc3)c2C)cc1	-2.4	i
CN=C1S/C(=C\c2cccc(Cl)c2Cl)C(=O)N1C	-1.49	i
O=C(CNS(=O)(=O)c1cccs1)NCc1ccc(F)cc1	-0.48	i
C=CCNC(=O)C(=O)NCCOc1ccccc1Cl	1.64	i
COc1ccccc1NC(=O)C1=C(C)Nc2nc(-c3ccccc3)nn2C1c1ccccn1 (stereo not given)	-1.3	i
COc1ccc(NC(=O)c2cc([N+](=O)[O-])ccc2NC(=O)CNCc2ccccn2)c(OC)c1	-0.05	i
CCO[C@H]1OC(C(=O)O)=C[C@@H](c2csc3ccccc23)[C@@H]1CCCO	-0.92	i
COc1ccccc1OCCCOc1ccc(/C=C2\SC(=O)NC2=O)cc1OC	0.46	i
O=C(CN1CCN(C(=O)N2CCOCC2)CC1)Nc1ccc(Br)cc1	-0.34	i
O=C(NCCCN=C1NS(=O)(=O)c2ccccc21)c1ccc(Cl)cc1	1.93	i
Cc1nc2ccc(C(=O)N/N=C/c3ccccc3O)cc2[nH]1	-0.07	i
COc1ccc(CNC(=O)/C=C/C(=O)O)cc1OC	-0.94	i
CCn1c(SCC(=O)NNC(=S)Nc2ccc(C)cc2)nnc1-c1ccc(Cl)cc1	1.9	i
NS(=O)(=O)c1cc(C(=O)OCC(=O)c2ccccc2)c(Cl)cc1Cl	-0.04	i
COc1cc(NC(=O)Cn2cnc(S(=O)(=O)N3CCc4ccccc43)c2)cc(OC)c1OC	1.53	i
CCOC(=O)C1CCN(S(=O)(=O)c2ccc(CC)cc2)CC1	0.51	i
CCc1ccc(OCCCC(=O)Nc2cccc(C(=O)O)c2)cc1	0.55	i
COc1ccccc1/C=N/NC(=O)CCSc1ccccc1	-1.02	i
COc1cccc(/C(O)=C2/C(=O)C(=O)N(CCN(C)C)C2c2ccc(Br)cc2)c1 (stereo not given)	0	i
CNC(=O)C1CCCN1S(=O)(=O)c1ccc(OC)cc1 (stereo not given)	0.95	i
CCCNC(=O)c1ccccc1NC(=O)c1ccccc1N(C)S(=O)(=O)c1ccccc1	0.26	i
Cc1ccc(C)n1-c1cccc(S(=O)(=O)N2CCOCC2)c1	0.85	i
O=c1c(Cl)c(NCCO)cnn1-c1cccc(Cl)c1	1.69	i
CCOc1ccc(S(=O)(=O)N2c3ccccc3CC2C)cc1 (stereo not given)	-0.6	i
CC1(C)CC(=O)C(C=Nc2ccc3cn[nH]c3c2)=C(O)C1	-0.14	i
CCCC(c1nnnn1Cc1cccs1)N1CCN(C)CC1 (stereo not given)	-0.21	i
CCOC(=O)c1cc2c(ccn2C)n1CC(=O)N(CC)CC	-0.01	i
CC(C)(C)c1cc(C(=O)NNc2cccc(Cl)c2)n(Cc2ccccc2)n1	-2.2	i
COc1cc(OC)c(NC(=O)Cc2ccc(OC)c(S(=O)(=O)N3CCOCC3)c2)cc1Cl	0.48	i
CCOC(=O)C1CCN(C(=O)C2CCN(c3nnc(-n4cccc4)s3)CC2)CC1	-0.44	i
N#Cc1ccccc1COc1cccc2c1CCCC2O (stereo not given)	-0.05	i
COc1ccc(S(=O)(=O)N2CCOCC2)cc1C(=O)N1CCCCCC1	1.66	i
CCOc1cc(S(=O)(=O)N2CCCC2)ccc1Cl	-0.97	i
COc1cccc(COC(=O)c2cc(S(=O)(=O)N3CCCCC3)ccc2N2CCOCC2)c1OC	1.46	i
